From PubChem BioAssay
PLK1 PBD inh = blocks phosphopeptide binding to human PLK1 polo-box domain; Potency, µM, for the others: max response, negative = inhibition, hits mostly inhibitors; AID 720504; P53350; hit rate 2.8% among 360,000; Plk1 PBD binding of FITC phosphopeptide, fluorescence polarization; further: potency means the concentration at half of the fitted maximal effect; series mostly up to about 57 µM; on the % scale 0 is the no-effect control and ±100 the full control effect; nearly all actives have a fitted effect of over 65% in size
Target sequence (P53350 whole entry, looked up, the tested form may be a part): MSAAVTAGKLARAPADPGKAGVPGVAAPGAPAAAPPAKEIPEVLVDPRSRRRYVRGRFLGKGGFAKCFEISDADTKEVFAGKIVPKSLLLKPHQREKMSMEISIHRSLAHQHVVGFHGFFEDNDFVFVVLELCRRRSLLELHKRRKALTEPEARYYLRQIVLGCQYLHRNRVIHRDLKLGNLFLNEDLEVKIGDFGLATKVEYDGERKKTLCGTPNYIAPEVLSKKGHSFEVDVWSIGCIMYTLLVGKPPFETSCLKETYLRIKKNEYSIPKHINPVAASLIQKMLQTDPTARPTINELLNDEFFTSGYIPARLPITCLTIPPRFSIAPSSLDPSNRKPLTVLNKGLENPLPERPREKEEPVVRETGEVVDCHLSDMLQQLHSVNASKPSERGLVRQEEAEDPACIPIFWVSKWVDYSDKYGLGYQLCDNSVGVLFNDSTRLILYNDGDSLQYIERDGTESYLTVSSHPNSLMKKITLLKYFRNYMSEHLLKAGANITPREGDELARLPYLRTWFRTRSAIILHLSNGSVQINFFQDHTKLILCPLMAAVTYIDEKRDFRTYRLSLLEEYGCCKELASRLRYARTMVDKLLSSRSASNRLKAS
GLP-1R inv ag = GLP-1 receptor (human) inverse agonism; P43220; hit rate 1.6% among 410,000; Potency, µM (doses to about 38.3 µM), for the others: at the highest dose activity change, negative = inhibition, actives largely listed as inhibitors; AID 624417; HEK293 GLP-1R CRE-luciferase, luminescence, 24 h; GLP-1R form is constitutively active; further: potency means the concentration at half of the fitted maximal effect; on the % scale 0 is the no-effect control and ±100 the full control effect; nearly all actives have a fitted effect of over 55% in size
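Cells are plated, allowed 12 hours at 37 deg C, then treated with compounds for 24 hr before luciferase detection reagent is added and luminescence is read after 12 min at room temperature. The HEK293 line carries constitutively active GLP-1R with a cAMP-responsive reporter.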
HEK293 tox = cytotoxicity in counter-screen for GLP-1R inverse agonists; HEK293 cAMP-luciferase reporter cells, luminescence, 24 h; Potency, µM (series often up to 38.3 µM), without a hit: at the highest dose activity change, negative = inhibition, usual class: inhibitors; hit rate 0.13% among 410,000; AID 624418;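 further: loss of luciferase light is scored as toxicity; potency means the concentration at half of the fitted maximal effect; on the % scale 0 is the no-effect control and ±100 the full control effect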
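1536-well qHTS counterscreen of the MLSMR; 200 cells/uL, 12 h pre-incubation, 23 nL cpd, 24 h at 37 deg C 5% CO2, luciferase detection reagent, 12 min RT, luminescence. Inhibition = undesired.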
PI5P4Ka inh = PI5P4K alpha (human) kinase inhibition; P48426; PI5P4Kalpha enzyme, ADP-Glo luminescence, 60 min; active compounds read low; max response, %; hit rate 1.2% among 330,000; AID 652105; active means max response of -50% or lower; inconclusive means between -30% and -50%; inactive means -30% or higher; further: value at the top dose of about 77 µM; on the % scale 0 is the no-effect control and ±100 the full control effect
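PI5P4Kalpha ADP-Glo assay; 5 microM ATP final; 60 min RT reaction; HEPES pH 7.4/EGTA/CHAPS, 5% DMSO; controls lacking substrate or enzyme; luminescent end-point.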
DRD3 agonist = agonists of human D3 dopamine receptor. P35462. D3R DiscoveRx beta-arrestin cells, luminescence, 90 min. max activation, %. hit rate 0.58% among 410,000; in the data active means max activation above about 30%; further: 0% is about no effect; mostly tested at two doses, the higher about 12 µM
Target sequence (P35462 whole entry, looked up): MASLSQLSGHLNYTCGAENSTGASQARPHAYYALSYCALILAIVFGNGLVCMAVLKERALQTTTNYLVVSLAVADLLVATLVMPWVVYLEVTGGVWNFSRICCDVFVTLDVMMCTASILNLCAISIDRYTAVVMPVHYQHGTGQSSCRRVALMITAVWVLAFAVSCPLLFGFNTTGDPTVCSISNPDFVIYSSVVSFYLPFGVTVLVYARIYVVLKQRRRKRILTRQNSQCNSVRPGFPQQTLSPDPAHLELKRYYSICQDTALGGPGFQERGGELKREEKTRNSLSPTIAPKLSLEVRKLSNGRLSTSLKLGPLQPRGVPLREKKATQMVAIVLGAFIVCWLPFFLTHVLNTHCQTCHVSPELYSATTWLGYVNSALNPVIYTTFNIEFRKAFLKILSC
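Agonist-mode cell screen: cells plated at 1500/well and incubated overnight at 37 °C, then exposed to library compounds for 90 min at 37 °C. Detection reagent was added for 30–60 min at room temperature, and luminescence was read.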
IL-2 act = IL-2 activation; IL-2 activation reporter assay, cell-based qHTS; stimulated with anti-CD3/CD4/CD28 beads; in transgenic mouse T cells; activation, % (series mostly up to about 46 µM); hit rate 0.065% among 360,000; AID 652025; in the data active means activation above about 50%; inconclusive means mostly about 30% to 49%; further: 0% is about no effect
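Unstimulated transgenic mouse T cells, 750 per well, received compound and, after 60 minutes, anti-CD3/anti-CD4 bead plus anti-CD28 stimulation. EGFP and DsRed were quantified after 18 hours.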
GLP1R ag = agonists of human GLP-1 receptor | AID 624172 | hit rate 0.007% among 380,000 | HEK293 GLP-1R CRE-luciferase, luminescence, 4-6 h; cells express a hypersensitive GLP-1R form | P43220 | Potency, µM (highest dose often 45.6 µM), inactives show top-dose activation, usual class: activators; further: potency means the concentration at half of the fitted maximal effect; % of control where 0% means no effect
WRN inhibitor = blocks human WRN helicase; WRN helicase unwinding, fluorescent forked duplex, kinetic; Potency, µM (titrated, usually from 114 µM), without a hit: at the highest dose activity change, negative = inhibition, usual class: inhibitors; hit rate 0.46% among 360,000; further: potency means the concentration at half of the fitted maximal effect; on the % scale 0 is the no-effect control and ±100 the full control effect; nearly all actives have a fitted effect of over 55% in size
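WRN at 20 nM final was preincubated with compound for 15 min at room temperature; reaction started with 100 nM forked duplex oligonucleotide carrying fluorophore and quencher plus 2 mM ATP (final). Unwinding followed kinetically by red fluorescence (ex 525/em 598 nm).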
D3 antag = blocks the human D3 dopamine receptor; hit rate 2.5% among 360,000; max response, negative = inhibition, %; P35462; AID 652054; D3R cells, DiscoveRx beta-arrestin luminescence, antagonist mode; active compounds read low; in the data active means max response below about -50%; inconclusive means no clear call, values can overlap the other calls; further: on the % scale 0 is the no-effect control and ±100 the full control effect; mostly tested at two doses, the higher about 12 µM
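Cells plated overnight at 1500 cells/well, then exposed to library compounds with dopamine controls for 90 minutes at 37 degrees C. DiscoveRx reagent added for 30–60 minutes at room temperature; luminescence read, quantitative HTS format.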
Starred values were filed as active, the others as inactive; ? = inconclusive; . = no result given; [ ] = another dose, or the depositor's remark. Unless noted, the call rests on the fitted dose curve; in most records, active means well fitted curve in the direction sought with a large enough effect; inconclusive means small, poorly fitted or top-dose-only effect, or another doubt; inactive means no such curve, though single readings can be large; an effect the other way counts as inactive or inconclusive. No enrichment for hits; about 7.8% have a hit in one of these screens.

(1) CCOC(=O)C(=CNNc1c(C)csc1C(=O)OC)C(=O)OCC
(2) CCc1ccc(/C(C)=N/NC(=O)C(O)c2ccccc2)s1 (stereo not drawn)
(3) O=C(NCCS(=O)(=O)NCCc1ccccc1)c1ccc2c(c1)OCO2
(4) COc1ccc(OC)c(NS(=O)(=O)c2c(C(=O)N3CCCCCC3)c(C)n(C)c2C)c1
(5) CC(C)C[C@H](NC(=O)c1[nH]cnc1C(=O)N[C@H](C)c1ccccc1)C(=O)OCc1ccccc1
(6) COc1ccc(Cn2c(CCC(=O)Nc3ccccc3)nc3cccnc32)cc1
(7) O=C1CCCC2=C1C1(CCCCC1)N=C(Nc1nc3ccccc3s1)N2
(8) COCCn1c(N)c(N(Cc2ccccc2)C(=O)Cc2c(Cl)cccc2Cl)c(=O)[nH]c1=O

Compound | 1 | 2 | 3 | 4 | 5 | 6 | 7 | 8
GLP-1R inv ag | -6% | -6% | ? | 4% | ? | -35% | -31% | 0%
PLK1 PBD inh | -6% | -5% | -3% | 0% | 0% | -2% | -8% | -8%
WRN inhibitor | 3% | -22% | -4% | 9% | -2% | -3% | -10% | 0%
GLP1R ag | 11% | 2% | -1% | -2% | -1% | 6% | -1% | 2%
PI5P4Ka inh | -2 | -7 | 8 | -8 | 5 | 4 | . | 5
DRD3 agonist | 0 | 12 | -9 | -2 | -7 | 0 | 10 | 6
D3 antag | 24 | 6 | 0 | 4 | 0 | 7 | 43 | -1
IL-2 act | -0.2 | 0.1 | -5.6 | -2.1 | -0.8 | -3.1 | 2.4 | -2.6
HEK293 tox | -2% | -1% | 16% | ? | ? | -11% | -9% | 4%

(9) CCOC(=O)CSCc1c(C#N)c2ccccc2n1C
(10) C=CCn1c(=S)[nH]c2ccc(Br)cc2c1=O
(11) O=C(CSc1nnc2ccccn12)c1ccc(OC(F)F)cc1OC(F)F
(12) CC1CCC(NC(=O)CC(C)(C)Cc2nc3ccccc3c(=O)[nH]2)CC1 (stereo not drawn)
(13) COc1cc2c(cc1OC)[C@H](C)N(C(=O)CSc1nc(O)c(C(C)C)c(=O)[nH]1)CC2
(14) Cc1c(C(=O)Nc2ccc(N3CCOCC3)cc2)cccc1[N+](=O)[O-]
(15) Cc1cccc(N(CC(=O)NCCc2ccccc2)C(=O)c2csnn2)c1
(16) COC1CCN(C(=O)CC2C(=O)NCCN2CC(C)(C)C)CC1 (stereo not drawn)

Compound | 9 | 10 | 11 | 12 | 13 | 14 | 15 | 16
GLP-1R inv ag | -7% | ? | 2% | 4% | 10% | -9% | -22% | -18%
PLK1 PBD inh | -2% | -25% | -16% | -9% | -4% | -5% | -3% | ?
WRN inhibitor | -1% | 2% | 10% | 0% | -11% | -11% | 2% | 2%
GLP1R ag | -3% | 0% | -1% | 2% | 9% | 6% | 4% | 3%
PI5P4Ka inh | -5 | -4 | 1 | . | -3 | 6 | -3 | -3
DRD3 agonist | 0 | 0 | 2 | 9 | 10 | 0 | -4 | -2
D3 antag | -52* | 16 | 15 | -16 | 1 | 7 | 2 | 5
IL-2 act | 1.0 | -2.6 | 2.1 | -2.0 | -0.5 | 1.6 | -0.3 | -1.2
HEK293 tox | -5% | ? | -8% | ? | -11% | 6% | 7% | 8%

As entered above.
no. 11 – WRN inhibitor: 10%
no. 1 – GLP-1R inv ag: -6%

(list continues)
(17) CCOc1ccc(CNC(=O)CCSCc2ccccc2F)cc1OC
(18) C[C@@H]1CCC[C@]2(O[C@@H](CCO)C[C@@H](O)[C@@H]2O)O1
(19) O=C(CSc1nc2ccccc2c2nc3ccccc3n12)NCc1ccco1
(20) CCN1CCN(C(=O)c2cc3c(s2)-c2ccccc2S(=O)(=O)C3)CC1
(21) Cc1ccccc1-c1c(C)oc2cc(O)ccc2c1=O
(22) O=C(Nc1cc([N+](=O)[O-])ccc1F)c1ccc2c(c1)OCCO2
(23) C=CCn1c(COc2ccc(Cl)cc2)nnc1SCC(=O)N1CC(=O)Nc2ccccc21
(24) CCOC(=O)c1[nH]c2ccc(OC)cc2c1NC(C)=O

Compound | 17 | 18 | 19 | 20 | 21 | 22 | 23 | 24
GLP-1R inv ag | 11%[0.307 µM] | 1% | 44%[activator] | -30% | 10% | 35% | 6% | 3%
PLK1 PBD inh | -12% | 0% | -18% | -12% | -9% | 0% | -2% | -7%
WRN inhibitor | -11% | 5% | -24% | 0% | -5%[57.1 µM] | 5% | -3% | -4%
GLP1R ag | -2% | -4% | 0% | 0% | 0% | 9% | -2% | 19%
PI5P4Ka inh | 2 | 0 | -19 | -4 | . | 5 | 1 | -1
DRD3 agonist | 6 | 3 | 0 | -3 | -2 | 2 | -1 | -6
D3 antag | 3 | 0 | 5 | ? | -9 | -3 | 8 | 0
IL-2 act | 0.3 | 0.1 | 3.0 | -3.4 | -2.4 | -1.3 | 0.5 | -0.3
HEK293 tox | 8%[0.307 µM] | -5% | -12% | 2% | 5% | 7% | -13% | 3%

Overlap with the part before: 4 compounds, then new ones.
(21) Cc1ccccc1-c1c(C)oc2cc(O)ccc2c1=O
(22) O=C(Nc1cc([N+](=O)[O-])ccc1F)c1ccc2c(c1)OCCO2
(23) C=CCn1c(COc2ccc(Cl)cc2)nnc1SCC(=O)N1CC(=O)Nc2ccccc21
(24) CCOC(=O)c1[nH]c2ccc(OC)cc2c1NC(C)=O
(25) CC(C)n1c(Sc2nccn2C)nc2c1c(=O)n(C)c(=O)n2C
(26) Cc1ccc(C)c2c1[nH]c1ccc([N+](=O)[O-])cc12
(27) COc1ccccc1NC(=O)C(C)OC(=O)C1COc2ccccc2O1 (stereo not drawn)
(28) COC(=O)c1ccc2nc(-c3ccc(C)cc3)c(Cc3ccsc3)n2c1
(29) Cc1ccccc1NC(=O)NCc1ccco1
(30) COc1ccccc1CN1CC(C(=O)N(C)CCc2ccccn2)CCC1=O (stereo not drawn)
(31) Cc1cc(-c2cc(C)c(N)cc2C)c(C)cc1N
(32) COc1ccc(/C=N\NC(=O)c2ccccc2Br)cc1COc1ccc(F)cc1

Compound | 21 | 22 | 23 | 24 | 25 | 26 | 27 | 28 | 29 | 30 | 31 | 32
GLP-1R inv ag | 10% | 35% | 6% | 3% | 24% | ? | 22% | ? | 9% | -11% | -46% | 21%
PLK1 PBD inh | -9% | 0% | -2% | -7% | -4% | -2% | 3% | 0% | 0% | -1% | -18% | 4%
WRN inhibitor | -5%[57.1 µM] | 5% | -3% | -4% | -1% | 2% | 3% | -10% | 0% | 1% | 12% | -23%
GLP1R ag | 0% | 9% | -2% | 19% | 0% | 14% | 8% | 0% | 2% | 3% | 10% | -3%
PI5P4Ka inh | . | 5 | 1 | -1 | . | 16 | 4 | -8 | 7 | -4 | 4 | -2
DRD3 agonist | -2 | 2 | -1 | -6 | 3 | 0 | -8 | -10 | -6 | 0 | 0 | 3
D3 antag | -9 | -3 | 8 | 0 | 3 | 48 | -22 | -11 | 1 | 45 | -19 | 10
IL-2 act | -2.4 | -1.3 | 0.5 | -0.3 | -1.3 | 1.1 | -0.6 | -0.4 | 0.0 | -1.4 | 0.3 | -3.3
HEK293 tox | 5% | 7% | -13% | 3% | 16% | -9% | 7% | -12% | 4% | -3% | -29% | 14%

(33) Cc1cc2c(cc1S(=O)(=O)N1CCN(c3cccc(C)c3C)CC1)OCC(=O)N2
(34) O=C(NNC(=S)NC(=O)c1ccccc1[N+](=O)[O-])c1ccc(Cl)cc1Cl
(35) O=C(COC(=O)/C=C/c1cccs1)Nc1ccccc1Cl
(36) NS(=O)(=O)c1ccc(CCNC(=O)c2coc3ccccc3c2=O)cc1
(37) COc1ccc2sc(C)cc(=O)c2c1
(38) Cc1nn(CC(=O)N2CCCc3ccccc32)c(C)c1[N+](=O)[O-]
(39) c1ccc(-c2nc3ccccc3[nH]2)nc1
(40) CC(=O)c1c(N2CCCCC2)nc(=O)n(-c2ccccc2)c1C

Compound | 33 | 34 | 35 | 36 | 37 | 38 | 39 | 40
GLP-1R inv ag | 12% | -16% | 9% | -5% | 6% | -26% | ? | 1%
PLK1 PBD inh | 0% | -13% | -3% | 1% | -10% | -10% | -1% | -2%
WRN inhibitor | 0% | 3% | 8% | 4% | 2% | 4% | -23% | -13%[57.1 µM]
GLP1R ag | -2% | 1% | 8% | 10% | 16% | 4% | -26% | -3%
PI5P4Ka inh | 2 | -25 | 3 | 2 | 2 | 0 | -10 | -1
DRD3 agonist | -4 | 22 | 9 | 1 | -7 | -1 | -7 | -3
D3 antag | -22 | 5 | 5 | 0 | 11 | -15 | -15 | 2
IL-2 act | -0.2 | 0.3 | 0.3 | 1.8 | 2.5 | -1.1 | -0.5 | 0.8
HEK293 tox | 1% | -1% | -10% | -3% | 3% | 5% | ? | -1%

(41) O=[N+]([O-])c1cccc(-c2nnc3n2CCCCC3)c1
(42) Cc1ccc(S(=O)(=O)N2CCC(C(=O)NCCc3ccc(S(N)(=O)=O)cc3)CC2)cc1
(43) CCOC(=O)C1(C)CCN1C(=O)c1cc(F)cc(F)c1 (stereo not drawn)
(44) COc1ccccc1CNC(=O)C1CC2Cn3c(nc4cc(C)c(C)cc43)C2N1C (stereo not drawn)
(45) Cc1nc(SCCO)c2oc3ccccc3c2n1
(46) O=C(Nc1cccc2cccnc12)c1ccc2c(c1)OCCO2
(47) Cc1cccc(N2CCN(c3nc4ccccc4n4cnnc34)CC2)c1C
(48) N#CC(OC(=O)c1ccccc1)c1cccc([N+](=O)[O-])c1 (stereo not drawn)

Compound | 41 | 42 | 43 | 44 | 45 | 46 | 47 | 48
GLP-1R inv ag | 5% | 3% | 17% | -4% | 20% | 66%[activator] | -3% | ?
PLK1 PBD inh | -10% | -1% | -10% | -19% | -4% | -14% | 1% | -8%
WRN inhibitor | 3% | -4% | -5% | -7% | -10%[57.1 µM] | 0% | -1% | 9%
GLP1R ag | 6% | -7% | -5% | -1% | 16% | 1% | -4% | 17%
PI5P4Ka inh | 5 | . | 1 | 2 | . | . | -1 | 0
DRD3 agonist | -7 | 37* | 7 | -13 | 3 | -18 | -6 | -5
D3 antag | -3 | 12 | -22 | -24 | -6 | -30 | -11 | -25
IL-2 act | 0.3 | 0.2 | -0.5 | 1.3 | -2.6 | -3.0 | -1.5 | -0.1
HEK293 tox | 10% | 1% | 8% | 5% | 4% | 22% | 0% | -11%
